# D2 ag – activates the human D2 dopamine receptor; activation, % at 2 µM; 0.53% of 340,000 active; HEK293 T-REx D2 cells, calcium flux agonist mode; P14416; AID 485358;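 active = activation over 3 SD above normal in the single-dose calcium agonist read, cut at about 30% in these data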; also: 0% is about no effect
#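 Tetracycline-induced HEK293 Trex cells with D2 receptor force-coupled to calcium signaling, plated overnight at 30 C and loaded with no-wash calcium dye. Calcium flux read kinetically for 180 s after compound addition; responses flag agonists.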
# D1 potentiator – human D1 dopamine receptor positive modulation; P21728; HEK293 TREx D1 cells, calcium flux, dopamine EC20 potentiation; potentiation, % at 10 µM; 0.036% of 360,000 active; in the data active = potentiation above about 30%; also: 0% is about no effect
# Target sequence (P21728 whole entry, looked up): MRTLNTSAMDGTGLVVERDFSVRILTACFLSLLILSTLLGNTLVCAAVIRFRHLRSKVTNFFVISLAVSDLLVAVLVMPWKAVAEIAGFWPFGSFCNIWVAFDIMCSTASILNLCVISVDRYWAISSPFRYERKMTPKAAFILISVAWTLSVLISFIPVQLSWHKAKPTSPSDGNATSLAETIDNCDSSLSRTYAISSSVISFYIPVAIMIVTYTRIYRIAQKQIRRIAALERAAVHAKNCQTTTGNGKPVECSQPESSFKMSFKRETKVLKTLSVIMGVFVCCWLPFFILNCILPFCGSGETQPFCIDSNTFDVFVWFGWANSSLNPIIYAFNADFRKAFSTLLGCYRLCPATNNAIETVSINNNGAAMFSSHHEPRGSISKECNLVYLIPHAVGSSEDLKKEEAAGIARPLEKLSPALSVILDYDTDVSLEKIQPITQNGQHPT
# D2 PAM – positively modulates the human D2 dopamine receptor allosterically. P14416. HEK293 T-REx D2, calcium flux, EC20 dopamine potentiation. potentiation, % at 10 µM. 0.34% of 340,000 active. AID 485347;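 active = potentiation over 3 SD above the plate norm, cut at about 30% in these data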; also: 0% is about no effect
#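 Potentiation of an EC20 dopamine calcium response measured kinetically over 180 s, after a preceding 180 s compound-only read flagging agonists. Cells: inducible Hek293 Trex D2 line, 4000/well, cultured overnight at 30 C before dye loading.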
# D2 antagonist – D2 dopamine receptor (human) antagonism; P14416; HEK293 TREx D2 cells, calcium flux, dopamine EC80; inhibition, % at 10 µM; 2% of 340,000 active; AID 485344; in the data active = inhibition above about 30%; also: 0% is about no effect
#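 Tetracycline-induced HEK293 T-REx cells expressing D2 force-coupled to calcium signalling were dye-loaded, exposed to compound for 180 s, then challenged with an EC80 of dopamine; calcium flux was followed kinetically for a further 180 s.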
# RXFP1 antagonist – blocks the human relaxin receptor RXFP1. 0.59% of 350,000 active. activity change, negative = inhibition, % at 57.5 µM. HEK293-RXFP1, relaxin-stimulated cAMP HTRF, 30 min; hits give low values. Q9HBX9;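 active = activity change of -60% or lower, but not beyond a set lower limit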; also: % is scaled to controls: 0 for no effect and ±100 for the full control effect
# TRHR agonist – TRH receptor (human) agonism; 0.18% of 360,000 active; activation, % at 2 µM; P34981; TRHR cells, calcium flux fluo-8, FDSS agonist mode; also: 0% is about no effect
# Target sequence (P34981 whole entry, looked up): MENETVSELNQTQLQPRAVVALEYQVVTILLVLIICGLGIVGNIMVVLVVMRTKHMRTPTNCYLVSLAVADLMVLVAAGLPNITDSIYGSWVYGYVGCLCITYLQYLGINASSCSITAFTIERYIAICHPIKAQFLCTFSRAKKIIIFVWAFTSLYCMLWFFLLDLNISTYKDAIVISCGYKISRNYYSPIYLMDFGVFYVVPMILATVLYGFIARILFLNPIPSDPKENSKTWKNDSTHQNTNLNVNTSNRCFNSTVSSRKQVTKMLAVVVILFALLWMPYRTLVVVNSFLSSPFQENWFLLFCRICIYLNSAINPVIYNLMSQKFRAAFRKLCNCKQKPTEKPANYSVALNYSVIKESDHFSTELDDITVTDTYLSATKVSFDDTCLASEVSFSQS
#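 TRHR-expressing cells loaded with fluo-8 calcium dye; 23 nL library compound pin-transferred, kinetic FDSS fluorescence (Ex 480/Em 530) recorded about 180 s for agonist-induced calcium release, before a 10 nM TRH EC20 addition for potentiator mode.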
# TRHR PAM – allosterically enhances the human TRH receptor. TRHR cells, fluo-8 calcium fluorescence, EC20 TRH enhancement. 0.66% of 360,000 active. P34981. enhancement, % at 2 µM. AID 493056; in the data active = enhancement above about 30%; also: 0% is about no effect
#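 Enhancer read-out: after compound pinning and an initial kinetic agonist-mode read, an EC20 of TRH (10 nM final) was injected and fluo-8 calcium signal (Ex 480/Em 530) followed at 1 s/cycle for 100 cycles in TRHR-expressing cells.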
# D1 ag – activates the human D1 dopamine receptor | HEK293 T-REx D1 cells, calcium flux, agonist mode | activation, % at 2 µM | 1% of 360,000 active | P21728; also: 0% is about no effect
#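 Agonism was scored from calcium flux recorded over 180 s (1 read/s) after pintool compound addition, following a 10-cycle baseline. Cells were inducible force-coupled HEK293 TREx D1, plated overnight at 30 C and loaded with no-wash calcium dye.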
# D1 antag – antagonists of human D1 dopamine receptor. P21728. HEK293 TREx D1 cells, calcium flux, dopamine EC80; hits give low values. activity change, negative = inhibition, % at 10 µM. 3.2% of 360,000 active. AID 504652; in the data active = activity change below about -30%; also: % is scaled to controls: 0 for no effect and ±100 for the full control effect
#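 Antagonism measured as reduced calcium response to an EC80 dopamine addition following 180 s compound pre-read; cells were inducible HEK293 Trex D1 plated overnight at 30 C, read kinetically at 1 cycle/sec.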
# * = called active by the depositor; . = not tested or not shown. Rule as the data show it, unless noted: active = activation above about 30%; inactive = the rest. No enrichment for hits; about 7.3% have a hit in one of these screens.
SMILES,D2 ag,D1 potentiator,D2 PAM,D2 antagonist,RXFP1 antagonist,TRHR agonist,TRHR PAM,D1 ag,D1 antag
COc1ccc(NC(=O)c2cccc(C(=O)Nc3ccc(OC)cc3)n2)cc1,-1.9,-3,0,3,.,-0.4,-2,0,-22
Cc1ccc(S(=O)(=O)N2CCOC2CNC(=O)C(=O)NCCN(C)C)cc1 (configuration not stated),0.6,7,21,5,-6,0.8,37*,1,10
Cc1cc(N2CCN(c3ccc(F)cc3)CC2)n2nc(-c3ccc(Cl)cc3)nc2n1,.,1,27,.,.,1.0,-2,2,-2
O=c1cnnc(N/N=C/C2CC=CCC2)[nH]1 (configuration not stated),-0.3,4,-4,6,1,0.5,2,-2,-5
CC#CCCC(=O)N1C=Cc2ccccc2C1C#N (configuration not stated),-1.3,-5,2,-2,5,-0.6,-2,2,1
CC(C)CC(NC(=O)C1CCC(C)CC1)C(=O)Nc1cccnc1 (configuration not stated),0.3,-3,-1,20,-7,-0.2,-7,0,-35*
COc1ccc(S(=O)(=O)N2CCC(C(=O)NC3CCCC3)CC2)cc1OC,-0.7,5,1,-4,-3,-0.2,8,0,4
Cc1cc(C)c(S(=O)(=O)N2CCOC2CNC(=O)C(=O)NCCc2c[nH]c3ccccc23)c(C)c1 (configuration not stated),1.7,-3,5,11,6,0.1,0,-1,1
COCCN(CCOC)C(=O)CN1C(=O)NC(Cc2c[nH]c3ccccc23)C1=O (configuration not stated),.,1,.,.,-1,-2.0,8,3,-2
COc1ccc(C)cc1NC(=O)c1nn(C)cc1Br,-0.5,-1,-2,-10,10,-0.6,-1,0,0
CC(c1ccccc1)N(CC(=O)NC1CCCCC1)S(=O)(=O)c1cccc(C(F)(F)F)c1 (configuration not stated),-0.8,-2,-2,2,-12,0.0,-16,3,-9
CCc1ccc(C(=O)CSc2nnc(C)c(=O)[nH]2)cc1,-1.5,-4,19,-10,1,0.1,-1,1,-29
COc1cc2oc(=O)ccc2c(OC)c1CC(O)C(C)(C)O (configuration not stated),0.2,-1,14,4,.,0.2,0,3,19
O=C1CC(c2cccc(Cl)c2)CC(O)=C1C=NCCCO (configuration not stated),1.8,1,-11,-7,2,0.0,-5,3,2
O=C(N[C@H](Cc1cc(=O)[nH]c2ccccc12)C(=O)O)c1ccc(Cl)cc1,0.3,0,-7,2,15,0.1,-10,3,-1
CC(=O)NC(CC(=O)Nc1nc(-c2ccc(N(C)S(C)(=O)=O)cc2)cs1)c1ccccc1 (configuration not stated),1.3,-3,6,7,-36,1.3,3,2,4
CC(CN(C)Cc1ccccc1)OC(=O)c1ccc(F)cc1 (configuration not stated),-0.3,8,-19,15,-17,-0.4,0,2,17
O=C1c2ccncc2C(=O)N1c1cccc(Cl)c1,-0.1,-8,-3,5,-15,0.2,-1,0,-1
CC(=O)c1ccc(N2CCN(C(=O)Cc3cccs3)CC2)cc1,-0.7,2,-4,-6,2,0.0,0,3,-16
COc1cccc(C(=O)NNC(=O)/C=C/c2ccccc2)c1,0.0,-3,1,-4,7,0.3,3,1,-4
Cc1cc(NS(=O)(=O)c2ccc(C(C)C)cc2)no1,0.0,2,10,-13,0,-0.4,-4,2,-12
CCC(=O)N1c2ccc(S(=O)(=O)CCC(=O)N3CCN(c4ccc(F)cc4)CC3)cc2CC1C (configuration not stated),-0.4,6,-2,.,.,-1.0,16,7,-4
Cc1c(C)c2cc(Cl)c(O)c(CN3CCN(C)CC3)c2oc1=O,.,4,4,.,11,0.5,-1,1,-26
CCCCn1nc2cc(C(=O)NCc3ccc4c(c3)OCO4)ccc2c1OCC,-0.8,4,0,23,.,-1.0,19,4,-1
O=C(NC(=S)Nc1cccnc1)c1cccs1,0.6,-4,6,-13,-26,1.4,19,3,-8

# Nothing new here: 2 of the compounds above.
SMILES,D2 ag,D1 potentiator,D2 PAM,D2 antagonist,RXFP1 antagonist,TRHR agonist,TRHR PAM,D1 ag,D1 antag
CCC(=O)N1c2ccc(S(=O)(=O)CCC(=O)N3CCN(c4ccc(F)cc4)CC3)cc2CC1C (configuration not stated),-0.4,6,-2,.,.,-1.0,16,7,-4
Cc1c(C)c2cc(Cl)c(O)c(CN3CCN(C)CC3)c2oc1=O,.,4,4,.,11,0.5,-1,1,-26

# The listing picks up, repeating the 6 entries before the break.
SMILES,D2 ag,D1 potentiator,D2 PAM,D2 antagonist,RXFP1 antagonist,TRHR agonist,TRHR PAM,D1 ag,D1 antag
COc1cccc(C(=O)NNC(=O)/C=C/c2ccccc2)c1,0.0,-3,1,-4,7,0.3,3,1,-4
Cc1cc(NS(=O)(=O)c2ccc(C(C)C)cc2)no1,0.0,2,10,-13,0,-0.4,-4,2,-12
CCC(=O)N1c2ccc(S(=O)(=O)CCC(=O)N3CCN(c4ccc(F)cc4)CC3)cc2CC1C (configuration not stated),-0.4,6,-2,.,.,-1.0,16,7,-4
Cc1c(C)c2cc(Cl)c(O)c(CN3CCN(C)CC3)c2oc1=O,.,4,4,.,11,0.5,-1,1,-26
CCCCn1nc2cc(C(=O)NCc3ccc4c(c3)OCO4)ccc2c1OCC,-0.8,4,0,23,.,-1.0,19,4,-1
O=C(NC(=S)Nc1cccnc1)c1cccs1,0.6,-4,6,-13,-26,1.4,19,3,-8
Cc1oc(CC(C)C)c(CN)c1C(=O)O,-0.1,-3,6,0,4,0.1,0,3,9
COc1ccc(-n2ncc(C(C)NS(=O)(=O)c3cc(F)ccc3C)c2C)cc1 (configuration not stated),0.5,-1,10,4,-3,-0.2,-2,0,3
O=CN1CCN(CC(O)Cn2c3ccccc3c3ccccc32)CC1 (configuration not stated),-1.0,-3,1,7,1,-0.3,-2,2,-5
COc1cccc(NC(=O)CSc2nnnn2C2CCCC2)c1,-0.9,-7,-6,13,2,-0.3,-1,4,-17
COc1ccc(/C=C/C(=O)NC(=S)Nc2cc([N+](=O)[O-])ccc2O)cc1OC,0.6,5,13,6,-3,1.9,-2,0,-13
Cc1ccc(-c2csc3ncnc(-n4cnc5ccccc54)c23)cc1,-1.1,-8,-4,-2,-15,-0.5,-5,3,-19
CC(C)(C)c1ccc(OCC(=O)N/N=C/c2ccc(N3CCOCC3)cc2)cc1,-0.1,-19,-7,-25,-11,-0.1,1,3,8
Cc1cc(C)n2nc(CC(=O)NC3CCCCCCC3)nc2n1,1.2,-2,-8,-5,5,0.3,3,3,14
O=C(O)c1cn(C2CCCCC2)c2ccccc2c1=O,0.5,-1,9,-9,1,0.3,-6,3,-18
COC(=O)COC(=O)CC(CC(N)=O)c1ccccc1 (configuration not stated),0.8,-3,-7,-8,-12,0.2,0,3,-8
COC(=O)c1c(C(=O)OC)c2n(c1C)CCC2,-0.4,-6,0,-10,4,-0.5,-5,1,1
CCN(c1cccc(C)c1)c1ncnc2c1cnn2-c1cccc(Cl)c1,0.0,0,-8,.,-23,-0.2,-7,-3,-12
CCc1ccc(NC(=O)C2CCCN(S(C)(=O)=O)C2)cc1 (configuration not stated),-0.2,-1,1,6,1,0.1,-9,-1,5
CCNc1ccc(S(=O)(=O)N(C)C)cc1NCC(=O)Nc1ccccc1Cl,-3.0,-6,-6,2,1,0.6,-7,10,5
Cc1cs/c(=N\N=C\c2cccc([N+](=O)[O-])c2)n1Cc1ccco1,0.7,-3,-2,14,-3,0.3,7,1,12
CCCN(CC1CCCO1)C(=O)c1cc(COc2ccc(F)cc2F)on1 (configuration not stated),-0.7,-2,-4,-18,-8,-1.2,5,13,-7
O=C(c1ccc2ccccc2c1)N1CCN(c2ccc(O)cc2)CC1,0.5,-3,6,-10,13,0.6,-1,4,-8
CC(=O)Nc1cccc(NC(=O)CSc2ccc(-c3ccco3)nn2)c1,-1.0,2,2,9,2,0.2,1,-1,-18
CCOC(=O)c1sc(NC(=O)CN(CC(C)C)CC(C)C)c(C(=O)OCC)c1C,0.0,-5,-4,5,1,0.1,-3,-2,10
Cc1ccc(-c2nc(C#N)c(N3CCCCC3)o2)cc1,-0.3,-1,-7,-6,.,0.7,-3,1,-14
O=C(COc1cccc(-n2cnnn2)c1)N1CCOCC1,0.4,-1,-10,-1,-3,0.1,8,0,8
CCOc1cccc2c1Oc1nc(-c3ccccc3)nc(SCC(=O)Nc3ccc(F)cc3)c1C2,1.8,0,10,.,-12,0.3,4,2,15
CCC(=O)Nc1cccc(C(=O)c2ccc(C)c(C)c2)c1,-0.2,-3,10,2,-2,-0.9,-4,4,13
Cc1ccc(C(C[N+](=O)[O-])c2c(C)cc3ccccn23)cc1 (configuration not stated),1.7,3,14,-9,-13,-0.1,-2,-1,-51*
CC1CC(=O)N(CC(=O)Nc2ccc(Br)cc2)c2ccccc2S1(=O)=O (configuration not stated),.,-2,.,.,-4,0.6,-1,1,-18

# Reprinted at random: two entries already listed.
SMILES,D2 ag,D1 potentiator,D2 PAM,D2 antagonist,RXFP1 antagonist,TRHR agonist,TRHR PAM,D1 ag,D1 antag
Cc1ccc(-c2csc3ncnc(-n4cnc5ccccc54)c23)cc1,-1.1,-8,-4,-2,-15,-0.5,-5,3,-19
CCCN(CC1CCCO1)C(=O)c1cc(COc2ccc(F)cc2F)on1 (configuration not stated),-0.7,-2,-4,-18,-8,-1.2,5,13,-7

# (further entries)
SMILES,D2 ag,D1 potentiator,D2 PAM,D2 antagonist,RXFP1 antagonist,TRHR agonist,TRHR PAM,D1 ag,D1 antag
COc1ccc(-c2cnc(NCc3ccc(C)cc3)n2C)cc1,-0.9,-1,5,.,.,-2.4,5,28,-16
COC(=O)C1=C(CS(=O)(=O)c2ccc(OC)cc2)NC(=O)NC1c1ccccc1 (configuration not stated),0.5,-2,10,6,7,0.4,1,3,3
Clc1ccc2nc3ccccn3c2c1,0.9,-1,2,-1,-6,-0.4,-3,0,-9
Cc1cc(C)c(S(=O)(=O)N2CCCC(C(=O)NCc3ccccn3)C2)c(C)c1 (configuration not stated),-0.2,-8,-5,-10,-12,-0.9,-1,1,0
CCC(CC)C(=O)Nc1cc(-c2nc3cccnc3s2)ccc1C,0.6,-3,1,.,0,-0.3,-6,-1,9
COc1cc(-n2ccnc2SC)c(Cl)cc1Cl,0.9,-4,-25,-1,-1,0.7,1,11,-22
CCCN(CCC)C(=O)C1CCCN1S(=O)(=O)c1cccc2nsnc12 (configuration not stated),0.3,0,1,1,0,0.4,-5,6,-6
S=C(NCCc1ccccc1)N1CCN(C23CC4CC(CC(C4)C2)C3)CC1,0.2,1,10,-9,-28,1.2,-9,22,-20
Cc1ccccc1NC1=C(Cl)C(=O)OC1OC(=O)c1ccco1 (configuration not stated),-1.2,-5,8,-3,11,-0.5,20,1,-26
Cc1nc(C(F)(F)F)ccc1C(=O)Nc1ccc2ccccc2n1,1.2,-11,1,12,2,0.9,-2,2,0
COc1ccc2o/c(=N/NC(=S)Nc3ccccc3)c(C(N)=O)cc2c1,0.4,-3,-1,-1,.,-0.1,11,6,-6
Cc1ccc(C(=O)Nc2cccc(C(F)(F)F)c2)cc1Nc1ccccn1,-0.1,-3,-13,-1,.,-0.7,-8,-1,2
O=C(NCc1cccnc1)C1CCN(S(=O)(=O)c2cccc(C(F)(F)F)c2)CC1,2.4,-5,-2,8,-3,-0.2,-3,0,1
O=C1CC(C(=O)NC2CCCCC2)C2(CCCCC2)O1 (configuration not stated),0.0,-8,0,-20,1,1.0,-9,3,-5
COCc1ccccc1C1=CC(=O)C[C@H](c2ccc(F)cc2)C1,-0.3,6,-14,15,.,-0.5,-2,-5,.
